Source: PubChem
NCF1 inh: blocks human p47phox regulatory protein of NADPH oxidases | inhibition, % at 24.7 µM | 220,000 compounds, 0.53% hits | p47phox/p22phox peptide binding, fluorescence polarization, 2 h | P14598;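 active = inhibition above about 30%, limit read from the data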;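 also: 0% = p47phox with labelled peptide and 100% = labelled peptide alone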
Target sequence (P14598 whole entry, looked up): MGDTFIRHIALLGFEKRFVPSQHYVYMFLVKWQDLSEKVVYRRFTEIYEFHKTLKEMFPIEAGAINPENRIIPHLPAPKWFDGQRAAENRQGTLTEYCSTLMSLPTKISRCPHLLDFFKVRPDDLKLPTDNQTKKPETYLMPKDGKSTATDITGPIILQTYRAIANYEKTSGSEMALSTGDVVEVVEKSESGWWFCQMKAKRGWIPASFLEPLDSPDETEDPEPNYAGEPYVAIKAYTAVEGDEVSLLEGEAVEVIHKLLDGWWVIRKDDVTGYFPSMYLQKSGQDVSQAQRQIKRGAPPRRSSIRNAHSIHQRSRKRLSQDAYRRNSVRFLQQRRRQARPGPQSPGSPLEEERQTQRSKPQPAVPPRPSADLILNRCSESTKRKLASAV
Runt-SMMHC FRET: blocks binding of human RUNX1 Runt domain to CBFb-SMMHC | Cerulean-Runt/Venus-CBFb-SMMHC FRET ratio 530/480, 1 h | inhibition, % at 20 µM | 220,000 compounds, 0.74% hits | AID 1434;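 active = mean inhibition across duplicate retests at 20 µM reaching about 50%, limit read from the data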;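 also: 0% = DMSO wells and 100% = wells with excess untagged CBFb-SMMHC; inhibitors lower the FRET ratio by blocking Runt binding to CBFb-SMMHC; some results filed as inactive read as strong as hits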
Target sequence (Q01196 whole entry, looked up, the tested form may be a part): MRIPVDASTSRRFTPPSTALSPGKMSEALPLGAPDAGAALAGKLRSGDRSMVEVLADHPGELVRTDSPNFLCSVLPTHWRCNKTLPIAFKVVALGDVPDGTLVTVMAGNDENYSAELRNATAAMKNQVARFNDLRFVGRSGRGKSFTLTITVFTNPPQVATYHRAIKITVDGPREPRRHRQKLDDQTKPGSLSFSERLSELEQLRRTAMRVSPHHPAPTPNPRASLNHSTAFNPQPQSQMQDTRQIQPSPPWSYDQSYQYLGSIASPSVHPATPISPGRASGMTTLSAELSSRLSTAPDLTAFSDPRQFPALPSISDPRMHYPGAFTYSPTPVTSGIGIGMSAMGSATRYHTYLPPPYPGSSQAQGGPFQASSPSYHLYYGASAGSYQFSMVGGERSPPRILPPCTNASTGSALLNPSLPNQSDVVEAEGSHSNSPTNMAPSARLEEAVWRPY
Target sequence (Q13951 whole entry, looked up, the tested form may be a part): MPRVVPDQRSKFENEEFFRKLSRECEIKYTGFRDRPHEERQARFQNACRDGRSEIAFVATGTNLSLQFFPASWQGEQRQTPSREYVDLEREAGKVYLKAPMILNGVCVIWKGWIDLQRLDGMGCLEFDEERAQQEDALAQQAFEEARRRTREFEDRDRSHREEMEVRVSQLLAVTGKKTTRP
TNF death inh: TNF-alpha cell death inhibition in Jurkat FADD-/- cells; Jurkat FADD-/- TNF necroptosis rescue, ATP luminescence, 24 h; 0 = TNF only, 100 = no-TNF cells; activation (protection from cell death), % at 10 µM; 220,000 compounds, 0.068% hits; AID 463075;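 active = activation, meaning protection from cell death, of at least 50% relative to plate controls; inactive = activation below 50%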;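 also: necroptosis triggered by 40 ng/mL TNF-alpha added together with compound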
EBV gp42 block: EBV gp42 inhibition. Fluorescence polarization binding assay, mP read-out. inhibition, % (tested at 21.74 µM). AID 1085. 220,000 compounds, 0.42% hits; in the data active = inhibition above about 50%
zfTRPN1 agonist: activates the zebrafish TRPN1 channel | HEK293 zebrafish TRPN1-YFP, Fluo-8 calcium fluorescence; 100% = response to 87 µM carbachol | activation, % at 3 µM | 220,000 compounds, 0.18% hits | AID 1424;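 active = activation above its plate's cutoff, the mean activation of test wells on that plate plus 3 SD, cut at about 19% in these data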;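 also: 0% = DMSO alone and 100% = 87 µM carbachol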
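Control set: carbachol 87 µM as high control, DMSO as low control; system: HEK293 stable line with zebrafish TRPN1-YFP; read-out: % activation versus carbachol response; detection: intracellular calcium fluorescence with Fluo-8; doses: single test compound dose, 3 µM nominal, 0.3% DMSO; schedule: dye 1 h 37 °C plus 30 min RT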
CHOP inhibitor: blocks CHOP induction under ER stress; CHO-K1 CHOP-promoter luciferase, tunicamycin-induced, 15-18 h; inhibition, % at 10 µM; 220,000 compounds, 3.8% hits; AID 2732;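 active = compounds that reduced the stress-induced luciferase reporter signal by more than about 70% of percent inhibition, limit read from the data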;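 also: 0% = tunicamycin plus vehicle and 100% = wells without tunicamycin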
TRPML3 agonist: agonists of human TRPML3 channel; Q8TDD5; activation, % at 3 µM; 220,000 compounds, 0.29% hits; HEK293 TRPML3-YFP, Fluo-8 calcium fluorescence; 100% = the carbachol control signal;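 active = activation above its plate's cutoff, the mean activation of the plate's test wells plus 3 SD, cut at about 12% in these data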;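 also: 0% = DMSO only wells and 100% = carbachol wells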
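system = HEK293 cells stably carrying human TRPML3-YFP | doses = one concentration, 3 µM nominal, 0.3% DMSO | timing = dye loading 1 h 37 °C then 30 min ambient, 125 s read | detection = Fluo-8 calcium dye fluorescence, ex 470-495, em 515-575 nm | benchmarks = high control carbachol 87 µM, low control DMSO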
PPC-1+TRAIL kill: kills PPC-1 cancer cells in the presence of TRAIL; PPC-1 cells + TRAIL, ATPLite viability luminescence; cell killing (% activity), % at 4 µM; 220,000 compounds, 0.41% hits;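 active = cell killing above 50% in the first pass at 4 µM, then a duplicate retest at 5 µM averaging 50% or more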;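 also: plate controls were cells with TRAIL plus DMSO for no effect and medium-only wells lacking cells for full effect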
Mdm2 ligase inh: Mdm2 E3 ligase (human) inhibition | cell-based MDM2 ubiquitination luciferase reporter, 2 h; 0 = plate control, 100 = twice control, blank-subtracted | AID 1230 | Q00987 | signal enhancement, % at 5 µM | 210,000 compounds, 0.11% hits;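 active = signal enhancement of 30% or more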;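 also: luminescence tracks abundance of the self-degrading MDM2-luciferase fusion protein; higher signal means inhibition of MDM2 E3 ligase activity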
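Material: Stable MDM2–luciferase fusion reporter cells | Amount: 2000 cells seeded into each well | Dosing: One concentration, 5 µM, with 0.2% DMSO | Incubation: 4 h cell settling then 2 h compound exposure, 37 °C | Measured by: Luciferase luminescence | Read-out basis: % enhancement relative to plate controls after blank subtraction | Benchmarks: Control and blank well means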
* = called active by the depositor; nt = no result given.

Results follow in this order: Mdm2 ligase inh | TRPML3 agonist | Runt-SMMHC FRET | EBV gp42 block | PPC-1+TRAIL kill | NCF1 inh | zfTRPN1 agonist | TNF death inh | CHOP inhibitor
Oc1ccccc1CN1CCC(C(O)(c2ccccc2)c2ccccc2)CC1
 : -9 | 1.2 | 2 | 8 | 30 | 3 | -0.4 | 1.6 | 13
COc1cc(/C=C/c2noc(-c3ccccc3O)n2)ccc1OC(C)=O
 : -8 | 0.7 | 1 | -12 | 2 | 1 | 1.2 | 2.4 | -14
CC1CC(C)(C)NC(=S)N1CC(=O)N1CCN(Cc2ccc3c(c2)OCO3)CC1 (configuration not stated)
 : -12 | 1.3 | -4 | -6 | -1 | -6 | 0.6 | 0.7 | 14
CCCC(=O)Nc1ccc(C(=O)NCC(=O)OCC)cc1
 : -14 | 0.7 | 1 | -18 | 27 | -13 | 0.5 | 0.3 | -24
O=C1C=C(O)C(n2cncn2)C(c2cc(F)ccc2F)C1 (configuration not stated)
 : -11 | 0.8 | 2 | 4 | 3 | 4 | 1.5 | 0.3 | 1
O=C(COC(=O)C1CCC(=O)N1)Nc1cc(Cl)ccc1Cl (configuration not stated)
 : -15 | -0.4 | 0 | -30 | 12 | -1 | 0.5 | -0.4 | 2
COc1c(Cl)ccc(Cl)c1C(=O)OCC(=O)O
 : -2 | 0.2 | -2 | -12 | 20 | 1 | 1.2 | 0.4 | -10
C/C(=N\NC(=O)CN(c1ccccc1)S(C)(=O)=O)c1ccccc1O
 : -12 | 0.5 | 5 | 0 | 23 | -25 | 0.4 | 1.8 | 26
COc1cc(/C=N/NC(=O)c2cc(-c3ccccc3OC(C)C)nc3ccccc23)ccc1O
 : 8 | 0.0 | 0 | -2 | -24 | -13 | -1.3 | -0.8 | 52
N#Cc1cc(C(=O)c2ccccc2O)cn(-c2ccc(Cl)cc2)c1=O
 : -20 | 0.0 | -11 | -15 | 26 | -10 | 0.3 | 1.8 | 4
CCOc1ccc(-n2c(C)nnc2SCC(=O)N(CC)CC)cc1
 : -13 | 1.4 | -2 | 1 | 0 | -4 | 0.2 | 0.4 | 8
CCc1c(C)sc(NC(=O)C2CC2)c1C(=O)OC(C)C
 : 5 | 0.2 | -5 | -7 | 12 | -10 | -0.2 | 0.3 | 81*
CSc1n[nH]c(-c2sccc2OCc2ccc(C)cc2)n1
 : -2 | 0.0 | 1 | 12 | 2 | 7 | 0.6 | -0.8 | 19
CCC1(C)Cc2c(sc3nnn(CC(=O)Nc4ccccc4)c(=O)c23)CO1 (configuration not stated)
 : -9 | 0.6 | -1 | -8 | 16 | -15 | 1.9 | -3.3 | 13
Cc1ccc(CC(NC(=O)c2ccccc2)C(=O)NC(CC(C)C)C(=O)O)cc1 (configuration not stated)
 : nt | 0.5 | 3 | 0 | -13 | 0 | 0.7 | -0.2 | 22
CCCn1c(SCC(=O)N2CCCc3ccccc32)nc2c1c(=O)n(C)c(=O)n2C
 : nt | 0.1 | -7 | nt | 13 | nt | 1.7 | 0.8 | nt
COc1ccc2c(-c3ccccc3)cc(SCC(N)=O)nc2c1
 : nt | 0.4 | -4 | -16 | -5 | -33 | 1.0 | 1.5 | 8
Cc1oc(-c2cc(Cl)cc(Cl)c2)cc1C(=O)NCCc1ccccc1
 : 1 | 0.3 | 0 | 1 | 6 | -7 | 1.5 | 1.6 | 41
CCN(CC)S(=O)(=O)c1ccc(OC)c(NC(=S)Nc2cc(C)ccc2C)c1
 : -6 | 0.6 | 0 | -14 | 7 | -4 | 2.2 | 1.6 | 29
COc1ccccc1N1CC(C(=O)Nc2cccc(C(=O)O)c2)CC1=O (configuration not stated)
 : -37 | 0.3 | 6 | -14 | -6 | -13 | -0.4 | 0.2 | -27

Record cards, from the list above:
`O=C(COC(=O)C1CCC(=O)N1)Nc1cc(Cl)ccc1Cl` (configuration not stated) as listed: Mdm2 ligase inh = -15; TRPML3 agonist = -0.4; Runt-SMMHC FRET = 0; EBV gp42 block = -30; PPC-1+TRAIL kill = 12; NCF1 inh = -1; zfTRPN1 agonist = 0.5; TNF death inh = -0.4; CHOP inhibitor = 2
`O=C1C=C(O)C(n2cncn2)C(c2cc(F)ccc2F)C1` (configuration not stated) as listed: Mdm2 ligase inh = -11; TRPML3 agonist = 0.8; Runt-SMMHC FRET = 2; EBV gp42 block = 4; PPC-1+TRAIL kill = 3; NCF1 inh = 4; zfTRPN1 agonist = 1.5; TNF death inh = 0.3; CHOP inhibitor = 1
`N#Cc1cc(C(=O)c2ccccc2O)cn(-c2ccc(Cl)cc2)c1=O` as listed: Mdm2 ligase inh = -20; TRPML3 agonist = 0.0; Runt-SMMHC FRET = -11; EBV gp42 block = -15; PPC-1+TRAIL kill = 26; NCF1 inh = -10; zfTRPN1 agonist = 0.3; TNF death inh = 1.8; CHOP inhibitor = 4

Next section
Results follow in this order: Mdm2 ligase inh | TRPML3 agonist | Runt-SMMHC FRET | EBV gp42 block | PPC-1+TRAIL kill | NCF1 inh | zfTRPN1 agonist | TNF death inh | CHOP inhibitor
O=C(NCc1ccc2c(c1)OCO2)c1ccc(C2SCC(=O)N2Cc2ccco2)cc1 (configuration not stated)
 : -5 | 0.2 | 0 | -5 | 12 | -24 | 0.9 | -1.3 | 4
O=C(CC(Nc1cccc(Cl)c1Cl)C(=O)OCC(=O)c1cccs1)c1ccccc1 (configuration not stated)
 : -20 | 0.2 | 6 | 6 | 20 | -13 | 0.6 | 0.2 | 29
CN1CCN(/C=C2\SC(=S)NC2=O)CC1
 : 1 | 0.1 | -1 | -11 | -8 | -7 | -0.6 | 1.8 | 1
CCN(CC)S(=O)(=O)c1cc(NC(=O)C(C)N2CCN(Cc3ccc4c(c3)OCO4)CC2)ccc1C (configuration not stated)
 : -7 | -0.1 | -4 | -8 | -4 | -2 | -1.8 | -4.8 | 19
Cc1n[nH]c(=S)n(/N=C/c2cccs2)c1=O
 : -12 | 0.7 | 4 | -11 | 10 | -10 | 0.3 | 0.1 | 7
CCCCc1ccc(NC(=S)N2CCCC(CO)C2)cc1 (configuration not stated)
 : -4 | 0.3 | -2 | 6 | 12 | -4 | 0.5 | -0.4 | 31
O=C(Nc1sc2c(c1C(=O)NCc1cccnc1)CCCC2)c1ccco1
 : -31 | -0.7 | 0 | 5 | 0 | -28 | -0.2 | -0.5 | 28
CCc1ccc(NC(=O)C(=O)NCCN2CCN(C(=O)c3ccco3)CC2)cc1
 : -3 | 0.1 | 1 | 1 | 4 | -16 | -0.6 | -2.3 | 28
Cc1nn(C)c(C)c1S(=O)(=O)N(CC(=O)NCc1cccs1)c1ccc(C(C)C)cc1
 : -1 | -0.4 | 2 | -30 | 5 | -2 | -1.2 | 0.8 | -11
COCCCNC(=O)c1ccc(N2CCCC2)c(NS(=O)(=O)c2ccc(C)cc2)c1
 : -12 | 0.0 | -6 | 3 | 11 | -1 | -1.2 | 0.3 | 3
COc1ccccc1S(=O)Cc1ccc(C(=O)NCCc2ccc(Cl)cc2)o1 (configuration not stated)
 : -10 | 0.7 | -2 | 2 | 7 | 2 | 2.4 | -0.7 | 23
CC(C)c1nc(Cl)c(C#N)c2c1CCC2
 : -19 | 0.2 | 2 | 4 | -25 | -5 | 1.1 | 1.1 | 31
O=C1OCC(c2ccccc2)=C1c1ccc(S(=O)(=O)N2CCOCC2)s1
 : -25 | -0.3 | -8 | -25 | -10 | -21 | 0.8 | -0.6 | -40
CC(=O)c1sc(NC(=O)C=C(C)C)nc1C
 : -10 | 0.1 | -9 | 2 | 14 | 1 | 0.6 | -0.6 | 2
CN(C)/C=C/C(=O)c1ccc(-c2ccc(Cl)cc2Cl)o1
 : 10 | 1.3 | 14 | -4 | 0 | -12 | 0.3 | -0.6 | 35
Cc1cccc(NC(=S)NNC(=O)c2nn(C)cc2Cl)c1
 : -14 | 0.5 | 0 | -22 | 23 | -10 | -1.1 | -0.5 | 4
O=C(Nc1cccc(F)c1)c1ccccc1-c1ccccc1
 : -13 | -1.1 | -1 | -3 | 9 | -4 | -1.8 | 1.3 | 16
CNC(=O)/C(=N\O)c1ccccc1
 : -9 | 0.0 | -1 | -7 | 8 | -5 | -0.3 | 1.3 | -10
CC(C(=O)OCC(=O)Nc1cccc(S(=O)(=O)N(C)C)c1)N1C(=O)c2ccccc2C1=O (configuration not stated)
 : -9 | 2.6 | 2 | -18 | -12 | -7 | 4.6 | -0.5 | 12
CCOC(=O)N1CCN(CC(=O)c2c[nH]c3ccc(F)cc23)CC1
 : 1 | 0.1 | 0 | -2 | 11 | -17 | 0.5 | 1.0 | 23
O=C(Cc1cccs1)N1CCCC(c2nc3c(nnn3Cc3ccc(F)cc3)c(=O)[nH]2)C1 (configuration not stated)
 : nt | -0.6 | -3 | -20 | 12 | -7 | 0.2 | -4.3 | -1
Cc1cc(-c2n[nH]c(=S)n2/N=C/c2ccc(C)s2)n[nH]1
 : 3 | 0.7 | 18 | -22 | 0 | -4 | -1.6 | -1.0 | 12
CC(NC(=O)c1cc(F)c(F)cc1Cl)c1ccncc1 (configuration not stated)
 : -5 | 0.3 | -2 | 3 | 12 | nt | 1.3 | 0.1 | 2
CN(CC(=O)NCCc1ccccc1)S(=O)(=O)c1ccc(Br)cc1
 : -3 | 0.8 | 0 | -23 | 20 | -11 | 0.4 | -2.0 | 0
O=C(O)/C(=C\c1ccccc1)c1ccccc1
 : -11 | 0.9 | 4 | -6 | -2 | -1 | 1.1 | 1.8 | 6
CCCCCCCCNC(=O)c1cccnc1SCC(=O)Nc1ccccc1OC
 : -12 | -0.3 | -9 | -9 | -14 | -14 | 0.0 | 7.3 | 43
CCCCc1nnc(NC(=O)COC)s1
 : -1 | 0.7 | 0 | -4 | 11 | -9 | 0.2 | -0.3 | 0
COc1ccc(N2CCN(C(=O)CSc3nnc4c(C)cc5c(C)cc(C)cc5n34)CC2)cc1
 : 1 | -0.7 | -8 | 11 | 6 | -8 | 0.5 | -12 | 47
O=c1c2ccccc2nc2c3ccccc3c(NCc3ccco3)nn12
 : -6 | -0.9 | 3 | 2 | 29 | -20 | 0.0 | -3.6 | 12
Cc1ccc(Cn2cc(S(=O)(=O)c3ccc(Cl)cc3)c(=O)c3cc(F)ccc32)cc1
 : -1 | -0.2 | 3 | 6 | -26 | -17 | 0.2 | 4.9 | 33
O=C(Nc1ccccc1)N(CCCN1CCOCC1)Cc1cccs1
 : -9 | 0.3 | 2 | -14 | -15 | -14 | 1.4 | 0.4 | 1
CC(=O)N1CCc2ccc(S(=O)(=O)N3CCc4ccccc43)cc21
 : -23 | 4.2 | -6 | -2 | -6 | -1 | 8.3 | -2.2 | 36
